Source: PubChem
SRC1 inh – SRC1 coactivator transcriptional activity inhibitors, primary screen, cell-based, luminescence; Nuclear receptor coactivator 1 (Homo sapiens), Q15788; HEK293 GAL4-SRC1 luciferase reporter; inhibition, % at 3.6 µM; actives 0.12% (n = 360,000); AID 588354, 2011;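 active = inhibition above the campaign mean plus 3 SD, with each screening campaign given its own cutoff, cut at about 60% in these data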;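 also: 0% = DMSO treated cells and 100% = gossypol at 36 µM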
NCOA3 inh – SRC3 coactivator transcriptional activity inhibitors, primary screen, cell-based, luminescence; Nuclear receptor coactivator 3 (Homo sapiens), Q9Y6Q9; HEK293 GAL4-SRC3 luciferase reporter; inhibition, % at 3.6 µM; actives 0.17% (n = 360,000);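 active = inhibition above a per-campaign cutoff, the mean of all compounds plus 3 SD, cut at about 60% in these data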;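 also: 0% = DMSO-treated cells and 100% = gossypol-treated cells at 36 µM; higher means less SRC3-driven luciferase light from the GAL4 reporter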
TROY signal inh – inhibitors of TROY-driven NF-kB signaling, primary screen, Q293 LMP1-TROYcd cells, NF-kB luciferase, uHTS. Q293 LMP1-TROYcd NF-kB luciferase reporter, 4 h. inhibition, % at 10 µM. actives 0.98% (n = 360,000). AID 1347056, 2019;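 active = compounds whose plate-normalised and pattern-corrected inhibition of the luciferase reporter signal at the single screening dose is 50% or more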
TWEAK-Fn14 inh – inhibitors of TWEAK-Fn14 signaling, primary screen, luciferase reporter cells, uHTS; TWEAK-stimulated Fn14 reporter cells, luciferase luminescence, 8 h; inhibition, % at 10 µM; actives 2% (n = 360,000); AID 1159606, 2016; in the data active = inhibition above about 50%
CF NFkB block – inhibitors of PAF-induced NF-kB signaling, primary screen, cell-based, GFP fluorescence, uHTS | AID 588850, 2011 | inhibition, % at 5 µM | actives 0.86% (n = 360,000) | KKLEB NF-kB-GFP reporter, GFP fluorescence overnight;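 active = at least 50% inhibition at 5 µM, scaled per plate between neutral and stimulator controls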;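 also: PAF is a Pseudomonas aeruginosa culture filtrate used as stimulus; plate controls were PAF-stimulated DMSO wells for no effect and unstimulated DMSO wells for full effect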
NR5A2 inv ag – LRH-1 (NR5A2) inverse agonists, primary screen, cell-based, luminescence, HEK293T, StAR-luciferase reporter; Nuclear receptor subfamily 5 group A member 2 (Homo sapiens), O00482; LRH-1 transfected, 24 h; inhibition, % at 3.6 µM; actives 0.13% (n = 360,000); AID 602396, 2012;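 active = inhibition above the mean inhibition of all tested compounds plus 3 SD, cut at about 73% in these data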;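 also: 0% = DMSO wells and 100% = reporter-only cells lacking LRH-1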
Target sequence (O00482 whole entry, looked up): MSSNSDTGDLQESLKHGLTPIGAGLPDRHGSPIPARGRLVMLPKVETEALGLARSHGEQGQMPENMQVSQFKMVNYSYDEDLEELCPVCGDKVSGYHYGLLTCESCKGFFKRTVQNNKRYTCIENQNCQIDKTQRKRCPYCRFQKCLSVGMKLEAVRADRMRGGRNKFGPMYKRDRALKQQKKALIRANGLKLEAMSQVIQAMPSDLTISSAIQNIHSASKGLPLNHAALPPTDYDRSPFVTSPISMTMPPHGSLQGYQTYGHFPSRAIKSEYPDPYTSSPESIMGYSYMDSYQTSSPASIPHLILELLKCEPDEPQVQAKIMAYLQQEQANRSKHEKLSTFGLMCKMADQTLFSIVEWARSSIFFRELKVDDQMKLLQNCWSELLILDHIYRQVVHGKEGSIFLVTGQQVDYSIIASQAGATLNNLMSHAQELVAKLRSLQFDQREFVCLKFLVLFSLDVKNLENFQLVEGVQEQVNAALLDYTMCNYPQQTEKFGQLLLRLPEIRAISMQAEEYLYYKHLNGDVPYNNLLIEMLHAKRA
EBV LMP1 NFkB – EBV LMP1-driven NF-kappaB luciferase reporter inhibitors, primary screen, cell-based, luminescence, single point | actives 0.69% (n = 350,000) | inhibition, % at 12.5 µM | AID 504558, 2011 | LMP1-induced NF-kappaB luciferase reporter cells; in the data active = inhibition above about 41%;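 also: 0% = neutral control wells and 100% = reference inhibitor control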
KKLEB cytotox – cytotoxicity in KKLEB CF airway cells, primary screen, cytotoxicity control for CF NF-kB inhibitor project, cell-based, uHTS, fluorescence assay plates; actives 0.36% (n = 360,000); KKLEB CF airway cells viability, ATPlite luminescence, overnight; stronger effect = lower value; cells stimulated with P. aeruginosa culture filtrate; AID 602141, 2011; activity change (cytotoxicity), % at 5 µM;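 active = corrected activity change at or below -50% at 5 µM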
SRC2 inh – inhibition of GAL4-SRC2 driven luciferase reporter, primary screen, SRC2 inhibitor project, cell-based, luminescence; HEK293 GAL4-SRC2 luciferase reporter; actives 0.17% (n = 370,000); inhibition, % at 9 µM; Nuclear receptor coactivator 2 (Homo sapiens), Q15596; AID 651957, 2012;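 active = inhibition above the mean inhibition of all tested compounds plus 3 SD, set per campaign, cut at about 52% in these data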;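 also: 0% = DMSO treated cells and 100% = cells given Gossypol at 36 µM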
C8 TRAIL sens – viability loss with TRAIL in NB7+C8 cells, primary screen, TRAIL sensitizer project, cell-based, ATPlite luminescence | inhibition (viability loss, TRAIL sensitization), % at 10 µM | actives 1% (n = 360,000) | AID 624354, 2012;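 active = compounds causing at least 50% loss of cell viability in the single-dose screen, relative to plate controls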
COUP-TFII inh – NR2F2 transcriptional activity inhibitors, primary screen, cell-based, luciferase reporter, HEK293T, luminescence; HEK293T NGFI-A luciferase reporter; inhibition, % at 8.6 µM; actives 0.7% (n = 370,000);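 active = inhibition above a per-plate cutoff, mean inhibition of test wells between control levels plus 3 SD, cut at about 38% in these data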;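 also: cells cotransfected with COUP-TFII expression vector driving the NGFI-A reporter; 0% = median of COUP-TF2 test wells and 100% = reporter-only cells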
Target sequence (P24468 whole entry, looked up): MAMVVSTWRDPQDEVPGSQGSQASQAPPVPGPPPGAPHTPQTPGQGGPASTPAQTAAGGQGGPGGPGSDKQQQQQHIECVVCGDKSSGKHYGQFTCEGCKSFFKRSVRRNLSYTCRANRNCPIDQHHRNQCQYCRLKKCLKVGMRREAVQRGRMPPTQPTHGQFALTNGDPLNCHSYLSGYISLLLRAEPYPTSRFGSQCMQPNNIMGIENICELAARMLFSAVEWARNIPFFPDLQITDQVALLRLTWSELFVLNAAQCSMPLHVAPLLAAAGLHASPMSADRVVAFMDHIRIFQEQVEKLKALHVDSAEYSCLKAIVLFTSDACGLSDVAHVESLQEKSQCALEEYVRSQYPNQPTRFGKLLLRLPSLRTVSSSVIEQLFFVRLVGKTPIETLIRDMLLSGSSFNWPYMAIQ
Starred values were filed as active, the others as inactive; . = not tested or not shown.

Short keys – A = SRC1 inh; B = NCOA3 inh; C = TROY signal inh; D = TWEAK-Fn14 inh; E = CF NFkB block; F = NR5A2 inv ag; G = EBV LMP1 NFkB; H = KKLEB cytotox; I = SRC2 inh; J = C8 TRAIL sens; K = COUP-TFII inh
CN1CCN(C(=O)c2ccc3c(=O)n(Cc4ccc(Cl)cc4)c(=S)[nH]c3c2)CC1
  A: -3; B: 3; C: 4; D: -1; E: -4; F: -1; G: -7; H: -21; I: -21; J: 2; K: 10
O=S(=O)(CCc1nnc(-c2ccc(Br)cc2)o1)c1ccc(Cl)cc1
  A: 6; B: 10; C: 12; D: -26; E: 9; F: -7; G: 7; H: 2; I: -18; J: -2; K: -5
COc1ccc(C(=O)C2CCCN(C(=O)c3ccc(CSC)o3)C2)cc1F (stereo unspecified)
  A: 4; B: 16; C: -4; D: 9; E: 3; F: -10; G: 3; H: 6; I: -24; J: -7; K: 7
COc1ccc(CNc2nc3ccccc3n2C(C)C)cc1
  A: -9; B: 9; C: 5; D: -11; E: 4; F: 13; G: -4; H: 12; I: -14; J: -4; K: -6
O=C1C2=C(c3ccccc31)[N+](=O)[C@@H]1CCCC[C@@H]1N2[O-]
  A: -18; B: -7; C: 0; D: -4; E: 0; F: -34; G: 7; H: 2; I: -10; J: 2; K: -2
COc1ccccc1/C=N/NC(=O)c1cccc(OC(F)(F)C(F)F)c1
  A: -18; B: 6; C: -61; D: -11; E: 28; F: 6; G: -1; H: -10; I: -7; J: 8; K: 13
CCOC(=O)Cn1c(=O)oc2cc(S(=O)(=O)Nc3ccc(F)cc3)ccc21
  A: 14; B: -12; C: 6; D: -15; E: -3; F: 22; G: 2; H: -2; I: -8; J: 0; K: -4
Cc1nn(-c2ccc(NC(=O)c3ccncc3)cc2)c(C)c1Cl
  A: 23; B: -10; C: 30; D: 37; E: 8; F: 29; G: 12; H: -8; I: 8; J: 24; K: 67*
CCc1nc2c(OCC(=O)C(C)(C)C)cccn2c1N(C)C(=O)Nc1ccccc1OC
  A: -183; B: 11; C: -1; D: -2; E: -4; F: 10; G: .; H: -7; I: -15; J: -24; K: 11
CC(c1nc2ccccc2c(=O)[nH]1)N(C)CCOc1ccc(Cl)cc1 (stereo unspecified)
  A: 8; B: -5; C: 7; D: -3; E: 22; F: -5; G: -12; H: -21; I: -2; J: -4; K: 7
COC(=O)C1=C(C)Nc2sc(C(N)=O)c(N)c2C1c1ccncc1 (stereo unspecified)
  A: 8; B: -5; C: -1; D: 8; E: 14; F: 4; G: -11; H: 3; I: 6; J: -8; K: -1
CNc1ccc(S(=O)(=O)NC)cc1[N+](=O)[O-]
  A: 13; B: 19; C: 0; D: -6; E: -21; F: 4; G: 8; H: 5; I: 4; J: 2; K: 16
Cc1ccccc1C(=O)Nc1ccc(C(=O)N/N=C/c2ccc(O)c(Br)c2)cc1
  A: 1; B: -14; C: 10; D: 32; E: 37; F: -12; G: 2; H: 11; I: -11; J: 5; K: 19
O=C(COc1nnc2ccccn12)N1CCN(S(=O)(=O)c2ccccc2)CC1
  A: -18; B: -53; C: 0; D: 1; E: -10; F: 9; G: 1; H: -1; I: -5; J: -5; K: -10
CCCOC(=O)C1=C(C)NC2=C(C(=O)CCC2)C1c1cccc(OC)c1OC (stereo unspecified)
  A: 6; B: -4; C: 2; D: 3; E: -5; F: -14; G: 0; H: 3; I: -21; J: 5; K: 1
O=C(Nc1cccc(F)c1)c1cc(S(=O)(=O)N2CCOCC2)ccc1N1CCCC1
  A: 5; B: 3; C: 2; D: 3; E: 0; F: 2; G: -1; H: 4; I: .; J: -5; K: .
O=C(O)CCC1COc2ccccc2O1 (stereo unspecified)
  A: 5; B: 0; C: 25; D: 1; E: -4; F: 0; G: 1; H: 0; I: 3; J: -14; K: -4
COC(=O)Cn1c(=NC(=O)CN2C(=O)CCC2=O)sc2cc(S(N)(=O)=O)ccc21
  A: -2; B: 13; C: 10; D: 3; E: -28; F: 0; G: -8; H: 14; I: 25; J: 2; K: 6
CCN(CC)S(=O)(=O)c1cc(NC(=O)CCn2[nH]c(=O)ccc2=O)ccc1C
  A: -10; B: -1; C: 7; D: 3; E: 4; F: 18; G: 4; H: -6; I: -39; J: 0; K: -10
c1nc2nc3c(c(N4CCOCC4)n2n1)CCCC3
  A: -7; B: 11; C: -1; D: -21; E: -1; F: -2; G: -4; H: 1; I: 5; J: 5; K: 1
Cc1cc(Cl)cc(Cl)c1OCCOCCN(C)C
  A: -2; B: -3; C: -24; D: 6; E: 9; F: -18; G: 0; H: -12; I: 2; J: -3; K: 8
CC(Oc1ccccc1C(N)=O)C(=O)Nc1ccc(S(=O)(=O)N2CCCC2)cc1 (stereo unspecified)
  A: -26; B: 4; C: 3; D: 4; E: 9; F: 5; G: -1; H: -7; I: -31; J: -1; K: -18
Cc1ccc2c(c1)nnn2C1CCN(C(=O)c2cccs2)CC1
  A: 5; B: -6; C: 11; D: 11; E: 2; F: -13; G: -9; H: 1; I: -11; J: -6; K: 3
Cc1cc(Br)cc(Br)c1OCC(=O)NNC(=O)c1ccoc1C
  A: -5; B: 18; C: -7; D: 5; E: -37; F: -19; G: 7; H: -10; I: 5; J: 15; K: 0
Cc1cccc(CSCCNC(=O)c2ccc(N(C)S(=O)(=O)c3ccccc3)cc2)c1
  A: -6; B: 2; C: 24; D: 11; E: -1; F: -17; G: -2; H: -5; I: 8; J: -2; K: 13

Later entries.
Short keys – A = SRC1 inh; B = NCOA3 inh; C = TROY signal inh; D = TWEAK-Fn14 inh; E = CF NFkB block; F = NR5A2 inv ag; G = EBV LMP1 NFkB; H = KKLEB cytotox; I = SRC2 inh; J = C8 TRAIL sens; K = COUP-TFII inh
Cc1ccc2ccccc2c1COC(=O)c1nonc1N
  A: -1; B: 7; C: 10; D: -1; E: -2; F: -21; G: -2; H: -2; I: -36; J: -2; K: -5
CC1CN(C(=O)c2cccc(S(=O)(=O)N3CCN(c4ccc(F)cc4)CC3)c2)CC(C)O1 (stereo unspecified)
  A: -1; B: -2; C: 20; D: 5; E: 4; F: 5; G: 8; H: -2; I: 14; J: 0; K: 3
CCCCCCCNC(=O)C1(CC2CC(c3ccccc3)=NO2)CCN(C(=O)OC(C)(C)C)CC1 (stereo unspecified)
  A: -51; B: -32; C: -50; D: -23; E: -34; F: -47; G: 2; H: -2; I: -20; J: 16; K: -51
COc1ccc(-c2nnc(NC(=O)CS(=O)(=O)c3ccc(F)cc3)o2)c(OC)c1
  A: -13; B: 9; C: -7; D: -11; E: 13; F: 2; G: 1; H: -6; I: -11; J: -12; K: -9
CC(C)c1ccc(N2C(=O)C3C4C=CC(CC4)C3C2=O)cc1 (stereo unspecified)
  A: 10; B: -6; C: -13; D: -3; E: 5; F: 7; G: -8; H: -2; I: 21; J: 20; K: 5
O=C(OCc1nc2scc(-c3ccccc3)c2c(=O)[nH]1)c1cc([N+](=O)[O-])ccc1Cl
  A: 21; B: -5; C: 33; D: 63*; E: -6; F: 7; G: -20; H: 8; I: -11; J: 10; K: -1
Cc1ccc([C@H]2C[C@@H](O)[C@H](n3cc(C4CC4)nn3)CN2Cc2cccs2)cc1
  A: 4; B: -6; C: -23; D: -6; E: -4; F: -27; G: -1; H: -2; I: -7; J: 14; K: 0
Cc1cccc([C@@H]2[C@@H]3C(=O)N(Cc4ccccc4)C(=O)[C@@H]3[C@]3(Cc4ccccc4)C(=O)N(c4cccc(F)c4)C(=O)N23)c1
  A: 4; B: 3; C: 16; D: 12; E: 42; F: 2; G: 6; H: -11; I: -12; J: 2; K: 0
O=c1cc[nH]c2ccc(Cl)cc12
  A: -5; B: -1; C: -5; D: -4; E: -7; F: 19; G: 2; H: -23; I: 9; J: -16; K: -20
Cc1cc(C)n(-c2ccc(C(=O)N3CCN(S(=O)(=O)c4ccc(C(C)C)cc4)CC3)cc2)n1
  A: 4; B: -23; C: -8; D: -6; E: 10; F: 13; G: 10; H: 10; I: 14; J: -1; K: 5
Cc1ccc2c(c1)N(CCC(=O)NCc1ccco1)C(=O)CO2
  A: 0; B: 6; C: -4; D: -8; E: -7; F: -6; G: -1; H: -28; I: -10; J: 16; K: 7
Nc1nc(SCC(=O)Nc2ccc([N+](=O)[O-])cc2)n[nH]1
  A: 5; B: -13; C: 14; D: 6; E: -15; F: 7; G: -5; H: -7; I: 4; J: 0; K: -8
COc1ccc(-n2nc(C(=O)NCC(=O)NCc3ccccc3OC)c3ccccc3c2=O)cc1
  A: -9; B: -16; C: -16; D: -6; E: -7; F: -7; G: -6; H: 1; I: -11; J: -9; K: -4
O=C(O)CN1CCN(Cc2ccccc2)C1=O
  A: 7; B: 3; C: -4; D: 6; E: 10; F: 12; G: 2; H: 14; I: 2; J: -4; K: 1
O=c1c(-c2ccc(F)cc2)[n+]([O-])c2ccccc2n1OCc1ccccn1
  A: 2; B: 15; C: 6; D: 8; E: 3; F: -18; G: 0; H: 8; I: -7; J: -5; K: 21

A run of entries of the results above, for reference:
Short keys – A = SRC1 inh; B = NCOA3 inh; C = TROY signal inh; D = TWEAK-Fn14 inh; E = CF NFkB block; F = NR5A2 inv ag; G = EBV LMP1 NFkB; H = KKLEB cytotox; I = SRC2 inh; J = C8 TRAIL sens; K = COUP-TFII inh
COc1ccc(-n2nc(C(=O)NCC(=O)NCc3ccccc3OC)c3ccccc3c2=O)cc1
  A: -9; B: -16; C: -16; D: -6; E: -7; F: -7; G: -6; H: 1; I: -11; J: -9; K: -4
O=C(O)CN1CCN(Cc2ccccc2)C1=O
  A: 7; B: 3; C: -4; D: 6; E: 10; F: 12; G: 2; H: 14; I: 2; J: -4; K: 1
O=c1c(-c2ccc(F)cc2)[n+]([O-])c2ccccc2n1OCc1ccccn1
  A: 2; B: 15; C: 6; D: 8; E: 3; F: -18; G: 0; H: 8; I: -7; J: -5; K: 21
